From PubChem
HDAC3 inhib: blocks human histone deacetylase 3; O15379; recombinant HDAC3, fluorogenic peptide/trypsin coupled, fluorescence; inhibition, % at 8.3 µM; actives 0.15% (n = 320,000); AID 2718; in the data active = inhibition above about 26%, passing the limit was not always enough; inconclusive = no clear call, values can overlap the other calls
Target sequence (O15379 whole entry, looked up): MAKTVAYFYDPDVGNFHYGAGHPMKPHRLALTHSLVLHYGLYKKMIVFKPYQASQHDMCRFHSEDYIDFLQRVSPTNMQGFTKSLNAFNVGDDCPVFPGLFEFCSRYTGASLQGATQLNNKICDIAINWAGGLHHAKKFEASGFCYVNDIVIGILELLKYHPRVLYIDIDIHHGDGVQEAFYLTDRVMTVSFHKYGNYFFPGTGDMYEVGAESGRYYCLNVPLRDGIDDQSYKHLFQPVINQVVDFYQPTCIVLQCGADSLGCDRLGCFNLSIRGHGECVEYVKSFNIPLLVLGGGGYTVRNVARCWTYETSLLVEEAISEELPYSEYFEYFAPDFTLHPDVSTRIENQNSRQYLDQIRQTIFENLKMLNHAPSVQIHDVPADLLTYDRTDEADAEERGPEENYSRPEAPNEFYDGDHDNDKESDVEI
HIF act: HIF pathway transcriptional activation. U2OS HRE-luciferase reporter, luminescence; normalized: DMSO 0%, desferrioxamine 100%. activation, % at 7.5 µM (by protocol). actives 0.32% (n = 300,000);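 active = mean activation of at least 10% of the iron chelator positive control signal, with at least half of replicates also reaching 10%; inconclusive = mean and replicate majority disagree about reaching 10%; inactive = mean and most replicates under 10%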
HSF1 inh: HSF1 inhibition; NIH3T3-HGL HSE-luciferase, MG132-induced, luminescence 8 h; active compounds read low; activity change, negative = inhibition, % at 7.5 µM (by protocol); actives 0.77% (n = 300,000);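 active = more than half of replicate wells show activity change below -50%, luminescence cut by over half; inconclusive = some wells, but at most half, below -50%; inactive = no replicate well below -50%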;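 also: luciferase reports HSF-1 transcriptional activity via heat shock element; 0% = median of DMSO wells and -100% = zero luminescence signal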
aSyn UTR inh: 5' untranslated region of α-synuclein, MLPCN primary screen. inhibition, % (tested at 7.5 µM). alpha-synuclein 5'UTR reporter, inhibitor activity. actives 0.82% (n = 300,000); in the data active = inhibition above about 60%; inconclusive = no clear call, values can overlap the other calls;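 also: H4 neuroglioblastoma cells stably carrying SNCA 5'UTR luciferase fusion; 0% = DMSO wells and 100% = positive control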
KLF5 inhibitor: inhibitors of KLF5 expression; DLD-1 KLF5 promoter-luciferase reporter, luminescence; inhibition, % at 5 µM; actives 0.23% (n = 290,000); AID 1700;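 active = inhibition above a per-plate limit of that plate's mean compound inhibition plus 3 SD, cut at about 60% in these data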;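 also: 0% = DMSO wells and 100% = LY294002 at 200 µM; higher means less KLF5 promoter-driven luciferase light; inactives centre near -14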
IEC-6 cytotox: counter-screen for KLF5 inhibitors: cytotoxicity in IEC-6 cells; IEC-6 cytotoxicity, luminescence viability; inhibition, % at 5 µM; actives 0.78% (n = 290,000); AID 1825; in the data active = inhibition above about 22%;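 also: 0% = plate median of test compound wells and 100% = cytotoxic reference compound wells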
AI-2 QS modul: modulators of Vibrio harveyi AI-2 quorum sensing system; Vibrio harveyi JMH597 AI-2 luminescence/OD600 ratio, 9 h; active compounds read low; strain lacks LuxN and CqsS sensors; 0 = neutral-control median; activity change, % at 7.5 µM; actives 0.4% (n = 300,000); AID 2094; in the data active = activity change below about -75%, passing the limit was not always enough; inconclusive = no clear call, values can overlap the other calls;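 also: luminescence divided by OD600 gain over 9 h not by final OD600 alone; inactives centre near 13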
HSF1 activator: increases HSF-1 driven luciferase reporter signal; activation, % at 9 µM; NIH3T3-HGL HSF-1 luciferase reporter, MG132, 8 h; 100% = twice DMSO control signal; actives 1.7% (n = 300,000);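 active = mean replicate activation of at least 50% with a set share of replicates each reaching 50%; inconclusive = only one of those two conditions met; inactive = mean below 50% and too few replicates reaching it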;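 also: 0% = median of the neutral control wells and 100% = twice that signal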
Platelet DG rel: platelet dense granule release activity. human platelet-rich plasma, SFLLRN dense granule ATP release, luminescence. inhibition, %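 (compounds screened at 7.5 µM in platelet-rich plasma)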. actives 0.22% (n = 300,000). AID 1663;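 active = mean replicate score, as percent of positive control, at or above 50; inconclusive = mean below 50 but at least one replicate at or above 50; inactive = mean and every replicate below 50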
HSP90 refold inh: HSP90 refolding inhibition in rabbit reticulocyte lysate; luciferase refolding luminescence, 3 h; inhibition, % at 5.6 µM; actives 0.91% (n = 290,000);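 active = inhibition above the screen-wide mean plus 3 SD, computed separately per campaign, cut at about 16% in these data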;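 also: 0% = DMSO wells and 100% = 60 µM geldanamycin wells; inhibitors lower the luminescence because luciferase stays unfolded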
Numbers without * were called inactive; ? = inconclusive; / = not tested or not shown.

Order of results – HDAC3 inhib	HIF act	HSF1 inh	aSyn UTR inh	KLF5 inhibitor	IEC-6 cytotox	AI-2 QS modul	HSF1 activator	Platelet DG rel	HSP90 refold inh
Cc1nc2cc(C(=O)OCC(=O)NC(C)C(C)C)ccc2n1-c1ccccc1 (stereo unspecified)
→ 1	-0.5	-4	-6	-25	-5	11	9	9	0
COc1ccc2c(c1)sc(=NC(=O)CS(=O)(=O)c1ccc(F)cc1)n2C
→ 4	0.1	-2	-6	/	/	7	-11	15	/
CC(NC(=O)C(=O)NN=C1CCC(C(C)(C)C)CC1)c1ccccc1 (stereo unspecified)
→ 3	-0.3	-9	12	-18	1	1	19	6	0
Cc1nc2ncnn2c(N2CCN(c3cccc(C(F)(F)F)c3)CC2)c1C
→ ?	0.0	-4	-2	-15	-2	9	-11	-11	1
COc1cc(CC(=O)Nc2nc(-c3ccc(F)c(F)c3)cs2)cc(OC)c1OC
→ 6	-0.1	-2	10	-11	2	-6	-5	-5	-4
COc1cc(OC)cc(-n2nnnc2SCC(=O)NCc2ccc3c(c2)OCO3)c1
→ -4	/	-2	17	-31	1	8	10	-5	4
CCC(=O)Nc1nnc(S(=O)(=O)N(C)c2ccccc2)s1
→ -10	-27	-3	-16	-36	-3	22	8	-2	-2
COc1ccc(CCNC(=O)C2CCN(C(=O)c3cccs3)CC2)cc1
→ 2	-0.4	4	9	-11	-3	15	-12	1	-2
O=[N+]([O-])c1ccc(Oc2ccc(S(=O)(=O)N3CCOCC3)cn2)cc1
→ -1	0.3	-5	-5	/	/	10	3	-2	/
O=C(Cc1ccc([N+](=O)[O-])cc1)Nc1ccc2c(c1)OCO2
→ -5	0.6	/	-6	-5	-5	19	/	0	-3
Cc1ccc(CN2CCN(Cc3ccon3)CC2CCO)cc1 (stereo unspecified)
→ -8	-0.1	8	7	-26	-7	17	41	-7	-2
COc1cc(NC(=S)N2CCN(c3ccccn3)CC2)c(OC)cc1Cl
→ 2	2.4	13	2	-33	-11	21	39	-2	-2
CC1=C(C(=O)OCc2ccccc2)C(c2ccc(-c3ccccc3)cc2)NC(=O)N1CCCCCC(=O)O (stereo unspecified)
→ 14	/	/	/	0	0	/	/	/	-3
CCOc1ccc(OCc2ccc(C(=O)N3CCCC(C)C3)cc2)cc1 (stereo unspecified)
→ 2	0.7	-6	-63	-110	-6	32	35	-2	2
COc1ccc(-c2noc(CSc3nc4ccccc4c(=O)n3-c3ccc(C)cc3)n2)cc1
→ -19	-0.2	3	27	-13	-2	0	15	-10	-1
COc1cc(-c2nnc3sc(Cc4ccc(Cl)cc4)nn23)cc(OC)c1OC
→ /	-0.3	24	15	/	/	6	?	0	/
CN=C1S/C(=C\c2cn(CC(=O)OC)c3ccccc23)C(=O)N1C
→ 3	0.1	-5	-35	-16	7	13	7	8	-1
CCc1nnc(NC(=O)CSc2nnc(C3CCCCC3)n2-c2cccc(Cl)c2)s1
→ 4	-1.8	2	30	-40	-1	21	13	6	0
O=C(CN1CCC(O)(c2ccc(F)cc2)CC1)NCc1ccc(F)cc1
→ -4	-0.2	-1	-18	-5	1	11	3	1	1
Cc1cc([N+](=O)[O-])ccc1NCc1ccco1
→ 2	0.0	3	4	-7	-1	12	12	2	1
Cc1cc(NC(=O)COC(=O)C2CC(=O)N(c3cccc(C)c3C)C2)no1 (stereo unspecified)
→ -8	0.0	-3	-4	6	3	28	-13	-1	-6
CNc1nc(Nc2ccccc2)nc(OCC(F)(F)F)n1
→ -2	-0.2	-15	28	-36	6	18	-18	-2	4
CCc1ccc(-c2ccc(C(=O)O)cc2)nc1
→ -1	2.0	-3	-126	-100	-2	11	-9	-3	3
CS/C(N)=N/S(=O)(=O)c1ccc(NC(C)=O)cc1
→ 1	-0.7	-3	5	-6	0	21	-10	-7	6
O=C(CN1C(=O)c2ccccc2S1(=O)=O)Nc1ccccn1
→ 8	0.0	5	1	/	/	9	-3	28	/
N#C/C(=C/c1cn(-c2ccccc2)nc1-c1cccc(OCc2ccc(F)cc2)c1)C(=O)NCCCn1ccnc1
→ 16	-1.8	0	3	-14	-13	32	20	1	7
CN(CC(=O)Nc1ccc(F)c(F)c1)S(=O)(=O)c1cccc2nsnc12
→ 9	-0.2	2	6	-17	4	20	31	4	6
NC(=O)c1ccsc1NC(=O)c1nc(-c2ccccc2)n(-c2ccccc2)n1
→ 5	-0.2	-6	16	-4	-9	10	8	4	-5
O=C(NCC1CCCN1S(=O)(=O)c1cccs1)c1ccc(Cl)cc1 (stereo unspecified)
→ 9	-5.6	0	-23	/	/	19	9	1	/
COc1ccccc1NC(=S)NC(=O)CC(C)C
→ -5	0.5	-23	-2	15	5	6	-30	-5	1
CC(=O)N1CCN(CC(O)COc2ccc(Br)cc2)CC1 (stereo unspecified)
→ -5	0.1	-6	-5	-11	-1	7	10	-12	1
C/C(=N\NC(=O)Cc1ccc(Cl)cc1)c1ccc(F)cc1
→ 5	0.8	1	7	-12	2	13	3	3	-2
CCn1c(SCC(=O)NCC2CCCO2)nc2cc(S(=O)(=O)N3CCCCC3)ccc21 (stereo unspecified)
→ 4	-0.8	14	7	-48	1	9	42	-4	3
COc1ccc(S(=O)(=O)N2CCC(C(=O)NC3CC(C)(C)NC(C)(C)C3)CC2)cc1
→ -4	-0.7	-5	-3	-10	2	13	-4	1	-1
CCCCC(=O)Nc1ncc(Br)s1
→ -4	1.0	8	-45	-11	-2	30	5	2	-1
Cc1[nH]n(C(N)=S)c(=O)c1N=Nc1cccc(Cl)c1
→ 1	0.6	25	-126	-84	-4	-2	30	5	11
CCOc1ccc(N2C(=O)/C(=C/c3cccs3)N(CC(=O)OC)C2=S)cc1
→ 8	-0.5	2	26	4	-2	7	-3	-1	0
CC(=O)N1c2ccc(S(=O)(=O)NCCC(=O)NC3CCCCCC3)cc2CC1C (stereo unspecified)
→ -2	-0.3	-5	15	-32	8	20	-9	7	-4
O=S(=O)(c1ccc(N2CCCCCC2)nc1)N1CCCC1
→ 2	1.5	6	-1	-18	9	7	9	-3	-4
Nc1cc(=O)[nH]c(SCC(=O)Nc2ccc(F)c(Cl)c2)n1
→ 0	-0.6	-2	-1	-17	-6	15	1	1	3
COC(=O)c1cccc(NC(=O)CSc2nnc(C3CC3)n2C)c1
→ 0	-0.1	-1	-7	-16	-1	25	-4	0	-1
O=C(NCCN1CCc2ccccc2C1)Nc1ccc([N+](=O)[O-])cc1
→ 0	0.5	-1	-16	2	1	10	7	5	3
Cn1cccc1C(C#N)(CC#N)c1cccc(F)c1C#N (stereo unspecified)
→ -12	-0.1	-12	-20	10	6	4	-17	-16	-4
O=S(=O)(c1ccc(F)cc1)N1CCN(c2ccccn2)CC1
→ -3	-0.2	-1	15	3	1	33	-6	-3	3
CCn1cc(S(=O)(=O)Nc2cc(F)ccc2C)cn1
→ 5	-0.1	-6	17	-5	3	11	-15	0	4
O=C(c1cc(COc2cccc3cnccc23)on1)N1CCC(c2ccccc2Cl)C1 (stereo unspecified)
→ -7	-0.1	6	0	-6	2	11	13	0	9
C=CCOc1nc(N2CCCC2)nc(N2CCCC2)n1
→ 5	-0.3	6	21	11	2	29	10	12	-2
O=C(NCc1ccc2c(c1)OCO2)C1CCCN1S(=O)(=O)c1ccc(F)cc1 (stereo unspecified)
→ /	-0.3	-1	-13	-33	-1	7	-6	4	0
COc1cccc(/C=N/NC(=O)C(c2ccncc2)N2CCOCC2)c1 (stereo unspecified)
→ 1	-0.1	4	4	-21	4	12	44	-13	-1
COCCNC(=O)c1ccccc1NC(=O)C1COc2ccccc2O1 (stereo unspecified)
→ -5	-0.5	-4	-30	-20	-9	17	21	-5	-5

Following part:
Order of results – HDAC3 inhib	HIF act	HSF1 inh	aSyn UTR inh	KLF5 inhibitor	IEC-6 cytotox	AI-2 QS modul	HSF1 activator	Platelet DG rel	HSP90 refold inh
Cc1ccc(C(=O)Nc2nc3ccc(S(C)(=O)=O)cc3s2)s1
→ 8	1.8	19	-60	-149	-3	18	24	8	-1
COc1ccc(-c2nnn(Cc3ccccc3)n2)cc1
→ 0	-2.1	28	-168	-79	-1	-52	46	-8	-3
Cc1cc(NC(=O)NC2(C(F)(F)F)Oc3ccc(Cl)cc3O2)no1 (stereo unspecified)
→ ?	2.3	23	-55	-17	4	17	21	3	-4
O=C(CNC(=O)c1ccccc1)N/N=C/c1cn[nH]c1-c1ccccc1
→ -4	-0.1	-9	1	15	3	18	2	0	3
COc1cc(C(F)(F)F)nc(-c2ccccn2)n1
→ 5	0.1	0	7	-10	0	70	1	-2	-1
COCC(C)n1c(SC(C)C(=O)NC2CCCCC2C)nc2ccccc2c1=O (stereo unspecified)
→ -5	-0.9	-5	4	0	-3	12	-12	11	-1
COc1ccc(NC2CCCN(C(=O)C3=NN(C)C(=O)CC3)C2)cc1OC (stereo unspecified)
→ -5	-0.3	1	-12	-39	1	16	6	1	-1
CN(C)c1ccc(/C=[N+](\[O-])C(C)(C)/C=N/O)cc1
→ 1	0.2	-6	14	-26	-2	7	-6	5	0
Cc1ccccc1N(Cc1ccccc1F)S(C)(=O)=O
→ /	-0.7	-7	-6	-10	-6	21	-12	7	1
COC(=O)CCCC1=CC2=CC(=O)C(C)(OC(=O)c3cccs3)C(=O)C2=CO1 (stereo unspecified)
→ 1	0.1	-9	19	/	/	26	-19	-2	/
COc1ccccc1/C=C/C(C)=O
→ 11	0.0	-7	-38	-8	-2	9	20	6	-2
COc1cccc(-c2cc(C(=O)Nc3ccc4c(c3)OCCO4)c3ccccc3n2)c1
→ /	-0.1	-20	5	-9	-2	9	-11	5	3
COc1ccc(C2CC2/C(=N/OC(=O)c2cccs2)c2ccccc2)cc1 (stereo unspecified)
→ -2	3.0	24	-153	-66	8	6	14	5	3
CCOC(=O)C1(CCCc2ccccc2)CCN(C(=O)CCn2cncn2)CC1
→ 2	0.0	6	-12	-17	1	44	33	0	1
CCOc1ccccc1NC(=O)c1cccc2ccccc12
→ -16	0.0	4	13	-7	3	7	-4	-1	-1
CN1CCN(NC(=S)NC2CCCCC2)CC1
→ 5	0.1	-1	12	-3	1	19	-1	16	8
OCCN(Cc1ccccc1)Cc1ccccc1O
→ 0	-0.1	14	0	-26	-4	0	46	-2	-1
COc1ccc(N(CC(=O)N/N=C/c2cccc3c2OCCO3)S(=O)(=O)c2ccc(NC(C)=O)cc2)cc1
→ 1	-0.1	15	-21	-15	-3	26	28	-27	-2
COc1cc(C(=O)O)c2ccccc2n1
→ 2	-0.1	4	3	2	-2	12	0	4	0
O=C(CCCCCN1C(=O)c2cccc3cccc(c23)C1=O)N1CCOCC1
→ -2	-0.7	-16	17	-40	-10	28	1	6	-1
OCC[C@@H]1C[C@@H](O)[C@H](O)[C@@]2(CCCc3ccccc3O2)O1
→ -1	0.3	2	-3	-9	2	8	9	-2	-5
COc1cccc(-c2nnc(SCC(N)=O)n2-c2ccc(Cl)cc2)c1
→ 0	-0.3	-2	19	-8	2	9	10	0	-2
Cc1nc(CSc2nnc3scc(-c4ccc(Cl)cc4)n23)cs1
→ 1	-0.4	/	5	-51	-3	11	/	-6	-3
